Screens deposited in PubChem BioAssay by several laboratories.
S1P3 antag = S1P3 (human) receptor antagonism; Q99500; inhibition, % at 4.98 µM; 170,000 compounds, 0.27% hits; CHO S1P3 NFAT-BLA reporter, FRET fluorescence, antagonist mode;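 active = inhibition above the plate cutoff, the mean inhibition of test wells on that plate plus 3 SD, cut at about 28% in these data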;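 note: cells challenged with S1P at its EC80 of 0.8 µM; blue over green emission ratio from cleaved BLA substrate after 4 h stimulation; 0% = S1P-stimulated wells and 100% = unstimulated DMSO-only wells; some compounds past the cut are filed as inactive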
PPARg SRC2 recr = agonists of SRC-2 recruitment by human PPARgamma | PPARgamma LBD-SRC-2 recruitment, biochemical | activation, % at 8 µM | 200,000 compounds, 0.34% hits | AID 1032; in the data active = activation above about 22%;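 note: 0% = vehicle and 100% = reference agonist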
Target sequence (P37231 whole entry, looked up, the tested form may be a part): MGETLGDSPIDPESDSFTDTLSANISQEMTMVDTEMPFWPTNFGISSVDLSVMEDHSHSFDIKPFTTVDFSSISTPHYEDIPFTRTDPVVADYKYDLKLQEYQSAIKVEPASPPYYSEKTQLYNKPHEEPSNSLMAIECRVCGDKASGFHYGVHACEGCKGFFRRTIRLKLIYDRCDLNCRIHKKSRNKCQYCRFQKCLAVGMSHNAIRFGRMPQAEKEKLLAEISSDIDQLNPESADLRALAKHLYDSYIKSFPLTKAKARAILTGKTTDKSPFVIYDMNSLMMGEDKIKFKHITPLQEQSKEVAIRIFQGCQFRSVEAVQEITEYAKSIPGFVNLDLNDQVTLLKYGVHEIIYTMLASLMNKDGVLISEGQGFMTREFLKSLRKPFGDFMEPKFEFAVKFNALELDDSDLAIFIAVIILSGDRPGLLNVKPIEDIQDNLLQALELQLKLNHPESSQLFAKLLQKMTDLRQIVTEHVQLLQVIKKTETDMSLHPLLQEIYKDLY
TLR4-MyD88 BLA = inhibitors of human TLR4-MyD88 binding; O00206+Q99836; HeLa CL3-4 TLR4/MyD88 BLA complementation, FRET ratio; inhibition, % at 8.4 µM; 200,000 compounds, 0.18% hits; in the data active = inhibition above about 25%;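 note: 0% = vehicle and 100% = reference inhibitor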
bIAP inh = blocks bovine intestinal alkaline phosphatase activity; purified bovine IAP, CDP-star luminescence, 30 min; inhibition, % at 20 µM; 190,000 tested, under 10 active; AID 1019;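 active = over 50% inhibition of intestinal alkaline phosphatase at 20 µM in the single-dose screen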
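System: purified bovine intestinal alkaline phosphatase (IAP) enzyme; Input: IAP diluted 1/65,000,000 in the well; Measured by: CDP-star luminescence signal; Compound dosing: 20 µM single dose; Incubation: 30 min reaction at room temperature.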
SRC2 TRFRET art = flags TR-FRET format artefacts in PPARgamma SRC-2 recruitment agonist screen | TR-FRET artefact counter-screen; stronger effect = higher value | TR-FRET ratio at 8 µM | 200,000 compounds, 0.4% hits | AID 1049; in the data active = TR-FRET ratio above about 2000; note: inactives centre near 1500; reference of the scale not given here
PPARg SRC-1 ag = PPARgamma-driven SRC-1 recruitment agonism. 200,000 compounds, 0.41% hits. activation, % at 8 µM. P37231. PPARgamma-SRC-1 coactivator recruitment biochemical assay. AID 631; in the data active = activation above about 19%;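 note: 0% = DMSO and 100% = reference agonist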
bIAP activator = intestinal alkaline phosphatase (bovine) activation. purified bovine IAP, CDP-star luminescence, 30 min; stronger effect = higher value; fold of DMSO-control signal, blank-subtracted. activation factor at 20 µM. 200,000 compounds, 0.17% hits;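 active = activation factor of 2 or more at 20 µM, a signal rise over negative controls twice the positive control's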
PPARg SRC3 recr = agonists of human PPARgamma SRC-3 coactivator recruitment; activation, % at 8 µM; biochemical PPARgamma/SRC-3 coactivator recruitment assay; 200,000 compounds, 0.26% hits; AID 731; P37231; in the data active = activation above about 23%;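 note: 0% = DMSO and 100% = reference agonist; some compounds past the cut are filed as inactive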
Redox H2O2 prof = compounds producing H2O2 with reducing agent – biochemical, NIH compound library profiling, artefact control for MLSCN library redox annotation, primary screen | DTT-dependent redox cycling H2O2, phenol red/HRP absorbance; 100% = 100 µM peroxide control, 0% = buffer | activation, % at 10 µM | 200,000 compounds, 0.03% hits;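 active = activation of at least 50% relative to the plate's high and low controls in the primary single-dose screen; inactive = activation below 50%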;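 note: compound incubated with DTT at 0.8 mM final as the reducing agent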
ROMK primary = modulators of human ROMK potassium channel | B-score at 10 µM | P48048 | 130,000 compounds, 2% hits | Tet-inducible ROMK, thallium flux fluorescence; actives lie on both sides;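 active = signal ratio slope over the read window, or its plate-corrected B-score, at least 3 SD from the plate mean, either direction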;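 note: B-score of the F/F0 ratio slope over 7 to 12 s after thallium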
Target sequence (P48048 whole entry, looked up): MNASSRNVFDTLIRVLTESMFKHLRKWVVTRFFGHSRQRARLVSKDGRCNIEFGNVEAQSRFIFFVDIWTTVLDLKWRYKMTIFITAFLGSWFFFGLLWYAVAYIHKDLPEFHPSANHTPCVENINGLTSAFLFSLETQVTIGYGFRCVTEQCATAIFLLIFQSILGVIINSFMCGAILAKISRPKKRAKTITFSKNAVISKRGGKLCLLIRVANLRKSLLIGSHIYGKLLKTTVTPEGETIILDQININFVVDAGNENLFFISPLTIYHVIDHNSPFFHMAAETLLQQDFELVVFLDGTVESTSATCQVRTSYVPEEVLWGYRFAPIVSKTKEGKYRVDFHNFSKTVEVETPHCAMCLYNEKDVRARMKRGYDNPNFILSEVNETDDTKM
Lmaj promast = reduces viability of Leishmania major promastigotes; resazurin fluorescence viability; inhibition, % at 10 µM; 200,000 compounds, 9% hits; in the data active = inhibition above about 50%;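 note: promastigotes grown with compound for 44 hours at 28 °C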
An asterisk follows results filed as active; . = not tested or not shown.

Values run as follows: S1P3 antag	PPARg SRC2 recr	TLR4-MyD88 BLA	bIAP inh	SRC2 TRFRET art	PPARg SRC-1 ag	bIAP activator	PPARg SRC3 recr	Redox H2O2 prof	ROMK primary	Lmaj promast
> COc1cc(CNCc2ccccn2)ccc1OCC(=O)NC1CCCCC1
    -3	0	1	18	1551	-1	0.8	6	-0.1	.	-3
> CC#CC[N+](C)(CC#CC)CC(=O)c1ccccc1
    14	2	1	-7	1484	3	1.1	3	0.4	0.38	-1
> COc1ccc(N2CCN(C(c3cc(OC)ccc3OC)c3nnnn3CC3CCCO3)CC2)cc1 (stereo not drawn)
    .	0	0	-29	1624	1	1.3	14	0.0	.	0
> CCc1nc(SCC(=O)c2cccs2)c2oc3ccccc3c2n1
    .	7	1	3	1562	2	1	-9	-3.2	.	3
> Cc1cc2ccccn2c1C(=O)c1ccc(NN)c([N+](=O)[O-])c1
    -2	12	-10	-6	1592	0	1.1	1	-2.2	-0.16	-2
> Cc1ccc(NCC(=O)N/N=C/c2cccc(Br)c2)cc1
    -16	0	-7	-28	1693	8	1.3	1	-1.5	.	-3
> Cc1cc(N(C)C)nc(SC(C)C)n1
    -8	-1	-4	13	1459	-5	0.9	19	2.2	.	-3
> CCOC(=O)c1c(NC(C)=O)sc2c(OC)cccc12
    .	2	3	-4	1461	1	1	2	1.9	.	-2
> CCOc1cc(C)c(C(C)C)cc1S(=O)(=O)N1CC(C)OC(C)C1 (stereo not drawn)
    15	-3	2	2	1526	-1	1	-4	4.9	.	7
> CCc1ccc(OC2=NS(=O)(=O)c3ccccc32)cc1
    -13	0	8	-2	1712	3	1	5	-0.1	-0.14	-3
> CCOc1ccc(-c2cn[nH]c2N)cc1
    .	-2	5	10	1517	-3	0.9	-6	0.0	0.69	3
> COc1ccc(C)cc1-n1nnnc1SCc1cc(=O)n2cc(C)ccc2n1
    1	0	2	-1	1472	4	1	1	-2.0	.	2
> COc1c2ccoc2c(OC[C@@H](O)C(C)(C)OC)c2oc(=O)ccc12
    -1	6	-6	7	1458	9	0.9	1	0.0	0.48	2
> O=C(CCN1CCN(c2ccccc2)CC1)NNC(=S)Nc1ccccc1Cl
    -12	4	5	-74	1421	10	1.7	2	0.2	1.4	0
> CC(C)CCOc1ccc(C(CC(N)=O)C(=O)O)cc1 (stereo not drawn)
    .	5	5	17	1545	0	0.8	2	0.9	0.7	-8
> CC(C)C(CCNC(=O)CC(Cc1ccccc1)c1ccco1)c1ccco1 (stereo not drawn)
    .	-5	13	8	1441	-4	0.9	-1	6.6	.	2
> COCCN(CC(=O)NC1CCCCC1)C(=O)/C=C/C(=O)c1ccc(OC)cc1O
    -2	4	31*	-7	1580	4	1.1	4	-0.3	-5*	1
> CC1(NC(=S)N(CCO)CCO)CCS(=O)(=O)C1 (stereo not drawn)
    -11	2	-5	16	1468	5	0.8	-3	0.5	.	-4
> COc1ccc(C=NCC2OCCc3ccccc32)cc1OC (stereo not drawn)
    8	3	-14	16	1547	5	0.8	3	-0.1	-1.6	-5
> O=C(/C=C/c1ccc(F)cc1)NCC1(c2ccccc2)CCOCC1
    -18	8	3	2	1655	-1	1	0	-0.5	0.22	-1
> COc1cccc(Oc2cnc(N)nc2-c2ccc(OC)cc2O)c1
    9	-9	-6	12	1412	-4	0.9	0	2.0	.	36
> Cc1ccc(Cl)cc1N(CC(=O)NCc1ccc2c(c1)OCO2)S(C)(=O)=O
    3	-2	3	-15	1781	3	1.1	1	-0.8	0.71	2
> CC(=O)N1C(=O)N(C(C)=O)C2C1N(C)C(=O)N2C(C)=O (stereo not drawn)
    -12	1	4	1	1370	-3	1	3	-1.1	.	-7
> CC1(C)CC(=O)C2=C(C1)N=C1c3ccccc3C(=O)C1C2c1ccc(Cl)cc1 (stereo not drawn)
    .	2	14	20	1487	0	0.8	1	-1.2	.	94*
> CCN(CC)C(=O)COc1ccc(CC(=O)O)cc1OC
    11	-4	4	2	1646	2	1	-7	0.2	.	-5
> Cc1ccc(/C(N)=N/OC(=O)CSc2ccccc2)cc1
    -5	-4	-13	-5	1120	-4	1.1	-3	0.1	0.31	-7
> CCOC(=O)c1cc2occc2n1CC(=O)N1CCOCC1
    4	0	-6	8	1479	-3	0.9	-3	-0.1	.	-6
> O=C(Nc1cccc(S(=O)(=O)N2CCCCC2)c1)c1ccccn1
    -9	-1	6	10	1658	2	0.9	0	-0.1	-0.78	48
> CCN(CC)C(=O)Oc1cc(=O)n2c3c(cccc13)CCC2
    -1	-2	2	13	1456	3	0.9	0	0.1	0.72	-8
> Cc1cc(C)cc(OCc2nc3ncc(Br)cc3[nH]2)c1
    .	0	-1	.	1408	13	.	8	2.0	1.4	7
> COc1ccc(/C=N/NC(=O)Cc2csc(Nc3cccc(C(F)(F)F)c3)n2)cc1C
    .	2	8	8	1624	6	0.9	2	-4.7	0.67	19
> O=C(NC1(C(F)(F)F)N=C2SCCN2C1=O)c1ccccc1 (stereo not drawn)
    .	-6	-18	8	1525	-3	0.9	-6	2.2	.	1
> C=CCOC(=O)C1=C[C@@H](c2csc3ccccc23)C[C@@H](OCc2ccc(CO)cc2)O1
    0	1	-2	3	1507	2	1	-3	0.7	.	28
> Cc1cccc(C)c1OCC(O)CN(Cc1ccccc1O)C1CCCCC1 (stereo not drawn)
    1	-7	-1	4	1456	-2	1	2	0.3	-0.01	94*
> CCc1ccc(CNC(=O)C2CCC(=O)N2C2CCCCC2)cc1 (stereo not drawn)
    .	6	-5	-3	1540	-1	1	12	0.1	0.3	6
> CCOc1cccc(C2C(C(=O)c3ccc(C)o3)=C(O)C(=O)N2Cc2ccncc2)c1 (stereo not drawn)
    -16	7	-2	-6	1504	13	1.1	5	2.1	.	-9
> COc1ccccc1Oc1coc2cc(OC(=O)N3CCOCC3)ccc2c1=O
    .	7	-9	5	1427	2	0.9	5	0.6	-0.3	-4
> CN1CCCN(S(=O)(=O)c2ccc3c(c2)OCCO3)CC1
    .	1	-6	-2	1573	6	1	9	1.7	.	-3
> C=CCOC(=O)C1=C[C@H](c2coc3ccccc3c2=O)C[C@H](OCc2ccc(CO)cc2)O1
    5	-1	3	-7	1456	-2	1.1	-1	0.2	.	16
> Cc1nc(Cl)sc1C(=O)Nc1cccc(Cl)c1C
    7	-9	-2	2	1476	-3	1	0	0.0	.	-5
> CCOCCCNC(=O)C1CCCN1S(=O)(=O)c1ccc(Cl)cc1 (stereo not drawn)
    -35	-3	6	6	1492	8	0.9	-8	0.1	-0.2	93*
> CN(c1ccccc1)c1ccc(/C=C(\CCC(=O)O)c2nc3ccccc3s2)cc1[N+](=O)[O-]
    -10	6	-2	-35	1389	-2	1.3	4	0.2	-0.14	44
> CCCn1c(SCC(=O)NC2CCCCC2)nnc1-c1ccccn1
    -11	7	-2	-18	1516	-2	1.2	4	-1.5	0.011	0
> Cc1cc(C)nc(NS(=O)(=O)c2ccc(N/C=C\C(=O)c3cccs3)cc2)n1
    6	3	8	-1	1541	-1	1	-1	-0.1	0.51	4
> CC(CCc1ccccc1)NC(=O)C(=O)NCc1ccccc1 (stereo not drawn)
    2	4	9	.	1658	2	0.4	-1	0.1	0.24	-8
> O=C(Nc1ccc(N2CCN(C(=O)c3ccc(Cl)cc3)CC2)cc1)c1cccnc1
    29	-2	3	5	1632	3	1	-18	3.7	.	26
> COc1ccc(OC)c(S(=O)(=O)N(C)CC(=O)N2CCN(c3cccc(Cl)c3)CC2)c1
    2	12	-5	-6	1713	5	1.1	11	-0.8	.	23

Copied from the results shown for reference:
Values run as follows: S1P3 antag	PPARg SRC2 recr	TLR4-MyD88 BLA	bIAP inh	SRC2 TRFRET art	PPARg SRC-1 ag	bIAP activator	PPARg SRC3 recr	Redox H2O2 prof	ROMK primary	Lmaj promast
> CCOCCCNC(=O)C1CCCN1S(=O)(=O)c1ccc(Cl)cc1 (stereo not drawn)
    -35	-3	6	6	1492	8	0.9	-8	0.1	-0.2	93*
> CN(c1ccccc1)c1ccc(/C=C(\CCC(=O)O)c2nc3ccccc3s2)cc1[N+](=O)[O-]
    -10	6	-2	-35	1389	-2	1.3	4	0.2	-0.14	44

Among those listed so far, these have a Cl atom:
Values run as follows: S1P3 antag	PPARg SRC2 recr	TLR4-MyD88 BLA	bIAP inh	SRC2 TRFRET art	PPARg SRC-1 ag	bIAP activator	PPARg SRC3 recr	Redox H2O2 prof	ROMK primary	Lmaj promast
> O=C(CCN1CCN(c2ccccc2)CC1)NNC(=S)Nc1ccccc1Cl
    -12	4	5	-74	1421	10	1.7	2	0.2	1.4	0
> Cc1ccc(Cl)cc1N(CC(=O)NCc1ccc2c(c1)OCO2)S(C)(=O)=O
    3	-2	3	-15	1781	3	1.1	1	-0.8	0.71	2
> CC1(C)CC(=O)C2=C(C1)N=C1c3ccccc3C(=O)C1C2c1ccc(Cl)cc1 (stereo not drawn)
    .	2	14	20	1487	0	0.8	1	-1.2	.	94*
> Cc1nc(Cl)sc1C(=O)Nc1cccc(Cl)c1C
    7	-9	-2	2	1476	-3	1	0	0.0	.	-5
> CCOCCCNC(=O)C1CCCN1S(=O)(=O)c1ccc(Cl)cc1 (stereo not drawn)
    -35	-3	6	6	1492	8	0.9	-8	0.1	-0.2	93*
> O=C(Nc1ccc(N2CCN(C(=O)c3ccc(Cl)cc3)CC2)cc1)c1cccnc1
    29	-2	3	5	1632	3	1	-18	3.7	.	26
> COc1ccc(OC)c(S(=O)(=O)N(C)CC(=O)N2CCN(c3cccc(Cl)c3)CC2)c1
    2	12	-5	-6	1713	5	1.1	11	-0.8	.	23
